From PubChem BioAssay
RGS7-Gao = modulates binding of RGS7 to human Galphao; Multiplexed bead flow cytometry; actives lie on both sides; binding response (% of control), % at 10 µM; P09471; 0.35% of 220,000 active; in the data active = binding response below about 49% or above about 150%; inconclusive = no clear call, values can overlap the other calls; inactive = in between;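 also: fluorescent Galphao held in activated GDP-AlF4 state binding bead-coupled RGS7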
Target sequence (P09471 whole entry, looked up): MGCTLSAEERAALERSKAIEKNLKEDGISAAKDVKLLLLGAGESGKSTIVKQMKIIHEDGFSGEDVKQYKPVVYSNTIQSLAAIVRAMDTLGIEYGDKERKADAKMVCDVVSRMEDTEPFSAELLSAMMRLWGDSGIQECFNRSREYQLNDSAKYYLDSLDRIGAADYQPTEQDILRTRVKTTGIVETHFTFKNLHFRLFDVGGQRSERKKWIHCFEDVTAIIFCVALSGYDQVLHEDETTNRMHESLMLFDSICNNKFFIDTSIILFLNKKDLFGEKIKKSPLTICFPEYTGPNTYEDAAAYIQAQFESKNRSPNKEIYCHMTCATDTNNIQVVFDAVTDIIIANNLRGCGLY
Mcl1-Noxa inh = disrupts binding of human Mcl-1 to Noxa peptide; Q07820; TR-FRET Mcl-1/Noxa peptide binding, 2 h; inhibition, % at 21.7 µM; 1.5% of 220,000 active; AID 1022;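 active = compounds that cut the protein-peptide binding signal by more than 50% relative to plate controls in a single-dose test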;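 also: His-tagged Mcl-1 with rhodamine Noxa BH3 peptide and terbium anti-His antibody; 0% = Mcl-1 plus Noxa peptide wells and 100% = peptide-only wells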
Target sequence (Q07820 whole entry, looked up): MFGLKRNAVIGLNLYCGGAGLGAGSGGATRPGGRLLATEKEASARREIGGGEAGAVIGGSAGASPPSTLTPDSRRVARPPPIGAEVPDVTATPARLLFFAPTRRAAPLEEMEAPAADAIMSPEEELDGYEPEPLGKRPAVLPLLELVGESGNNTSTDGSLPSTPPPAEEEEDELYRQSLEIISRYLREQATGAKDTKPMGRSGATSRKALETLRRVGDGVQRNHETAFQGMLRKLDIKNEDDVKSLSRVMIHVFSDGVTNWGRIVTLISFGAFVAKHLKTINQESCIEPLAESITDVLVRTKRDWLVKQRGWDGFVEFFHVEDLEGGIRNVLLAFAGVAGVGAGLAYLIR
Bim-Bcl-B = inhibitors of Bim-Bcl-B interaction, human. Q9HD36. bead-based flow cytometry, Bim peptide-Bcl-B binding. inhibition, % at 10 µM. 0.073% of 190,000 active;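 also: 0% = tracer peptide without compound and 100% = reference inhibitor peptide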
Bim-Mcl-1 = disrupts Bim peptide binding to human Mcl-1. Bead-based flow cytometry, Bim peptide-Mcl-1 binding. inhibition, % at 10 µM. 0.1% of 190,000 active. AID 1009. Q07820;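 also: 0% = no compound tracer wells and 100% = peptide blocker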
RGS4-Gao reg = human RGS4-Galphao interaction regulation; P09471; Multiplexed bead flow cytometry, RGS4-Galphao binding; actives lie on both sides; binding response (% of control), % at 10 µM; 0.33% of 220,000 active; AID 1415; in the data active = binding response below about 49% or above about 150%; inactive = in between;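 also: fluorescent Galphao activated with aluminum fluoride binding bead-coupled RGS4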
Bcl-XL Bim block = human Bim-Bcl-XL interaction inhibition. Q07817. Bim peptide-Bcl-XL binding, bead flow cytometry, fluorescence. inhibition, % at 10 µM. 0.04% of 190,000 active. AID 1007
Bcl-2 Bim block = inhibitors of Bim-Bcl-2 interaction, human | P10415 | AID 950 | Bead-based flow cytometry, Bim peptide-Bcl-2 binding | inhibition, % at 10 µM | 0.06% of 190,000 active; in the data active = inhibition above about 40%; inconclusive = no clear call, values can overlap the other calls;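 also: 0% = no compound wells with probe peptide and 100% = reference peptide inhibitor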
Target sequence (P10415 whole entry, looked up): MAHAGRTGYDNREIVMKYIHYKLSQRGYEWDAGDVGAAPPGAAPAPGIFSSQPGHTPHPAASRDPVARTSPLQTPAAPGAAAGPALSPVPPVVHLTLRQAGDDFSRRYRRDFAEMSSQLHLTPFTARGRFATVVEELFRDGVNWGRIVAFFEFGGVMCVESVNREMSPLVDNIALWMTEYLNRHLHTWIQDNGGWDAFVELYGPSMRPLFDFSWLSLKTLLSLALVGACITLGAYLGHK
RGS8-Gao reg = human RGS8-Galphao interaction regulation; P09471; multiplexed bead flow cytometry, RGS8-Galphao binding; actives lie on both sides; response (percent of control binding), % at 10 µM; 0.34% of 220,000 active; AID 1423; in the data active = response below about 60% or above about 140%; inactive = in between;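 also: Galphao activated as the GDP aluminium fluoride complex binding bead-coupled RGS8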
Bim-Bfl-1 = disrupts Bim binding to human Bfl-1; Bead-based flow cytometry, Bim-Bfl-1 binding inhibition; inhibition, % at 10 µM; 0.12% of 190,000 active;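 also: 0% = wells without compound plus tracer and 100% = blocker peptide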
Bcl-W Bim block = inhibitors of Bim-Bcl-W interaction, human. Q92843. bead-based flow cytometry, Bim peptide-Bcl-W binding. inhibition, % at 10 µM. 0.02% of 190,000 active. AID 952;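 also: 0% = bound tracer without compound and 100% = peptide blocker; higher means less fluorescent Bim peptide bound to Bcl-W beads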
Mcl1-Bid inh = Mcl-1/Bid interaction inhibition. inhibition, % at 21.7 µM. Q07820. TR-FRET Mcl-1/Bid-Dy647 peptide binding, 1536-well. 0.97% of 220,000 active;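 active = compounds that cut the binding signal by more than half at the single screening dose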;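 also: His-tagged Mcl-1 with europium anti-His antibody binding Bid BH3 peptide; 0% = Mcl-1 plus peptide wells and 100% = peptide-only wells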
Active calls of the source: *; ? = inconclusive; . = no result given. Rule as the data show it, unless noted: active = inhibition above about 40%.

SMILES | RGS7-Gao | Mcl1-Noxa inh | Bim-Bcl-B | Bim-Mcl-1 | RGS4-Gao reg | Bcl-XL Bim block | Bcl-2 Bim block | RGS8-Gao reg | Bim-Bfl-1 | Bcl-W Bim block | Mcl1-Bid inh
Cc1ccc(NC(=O)c2cccs2)cc1S(=O)(=O)N(C)C | 103 | 7 | -3 | -3 | 101 | -2 | -1 | 100 | -1 | -1 | -3
C=CCN(C(=O)CNC(=O)c1ccco1)C(C(=O)NC1CCCCC1)c1ccccc1 (centres undefined) | 99 | 2 | 0 | 0 | 96 | -2 | -1 | 99 | 1 | -2 | 2
O=C1C(c2ccccc2)C(c2ccccc2)NC(c2ccccc2)C1c1ccccc1 (centres undefined) | 99 | -7 | -14 | -2 | 105 | -10 | -4 | 103 | -14 | 0 | -24
COc1ccccc1NC(=O)Nc1ccccc1Br | 101 | 4 | -4 | 0 | 100 | -2 | -3 | 98 | -6 | -4 | -26
CC(C)(O)/C=C1/Oc2ccccc2C1N1CCCCC1 (centres undefined) | 101 | 25 | -2 | -3 | 103 | 0 | -1 | 103 | -2 | -2 | -20
Nc1nc(CSc2ccc(Cl)cc2)nc(N2CCCCC2)n1 | 103 | -26 | -4 | 0 | 103 | -1 | -4 | 107 | -4 | -3 | 6
C/C(N)=C(/C#N)C(=O)COC(=O)CCSc1ccccc1Cl | 106 | 21 | -9 | -2 | 105 | -7 | -5 | 104 | 2 | -4 | -16
Cc1ccc(NNS(=O)(=O)c2ccc(C)cc2)cc1 | 103 | 4 | 0 | 0 | 107 | 0 | 0 | 98 | 6 | 4 | -5
COc1ccc(C2C(C(=O)Nc3ccc(OC)c(OC)c3)c3ccccc3C(=O)N2C)cc1 (centres undefined) | ? | 16 | -1 | 2 | 102 | -3 | -4 | 102 | -3 | 0 | -33
O=C(c1ccccc1)N1CCN(Cc2ccccc2C(F)(F)F)CC1 | 96 | 31 | 1 | 1 | 98 | 5 | 0 | 98 | -5 | 4 | 21
COc1ccccc1CCC(=O)OCC(=O)Nc1ccc(S(N)(=O)=O)cc1 | 100 | 22 | 0 | -2 | 100 | -2 | 0 | 101 | 4 | -4 | 11
CCn1c(C(=O)NCCCc2ccccc2)cc2sccc21 | 104 | 11 | -5 | -6 | 104 | -4 | -6 | 103 | -4 | -5 | -10
CC(C)CCOc1ccc(NC(=O)C2OC3OC(C)(C)OC3C3OC(C)(C)OC23)cc1 (centres undefined) | 98 | 15 | -2 | -3 | 101 | -1 | 0 | 101 | -2 | 0 | -4
CCCCn1c(SCC(=O)N2CCCC2)nnc1-c1ccccc1 | 102 | -2 | 0 | -4 | 100 | 0 | -2 | 98 | -1 | -4 | 0
N#Cc1c2c(c(NCc3cccnc3)n3c1nc1ccccc13)CCC2 | 102 | 19 | -5 | 1 | 97 | -1 | -7 | 101 | -7 | 0 | -31
CC(C)(C)n1ncc2c(=O)n(CC(=O)N3CCN(c4ccccc4)CC3)cnc21 | 98 | -2 | 0 | -2 | 97 | -4 | -2 | 98 | -3 | 0 | -109
O=C(Nc1ccc2c(c1)OCO2)Nc1ccc(Br)cn1 | 99 | 20 | 0 | 0 | 101 | 1 | -2 | 103 | 0 | 1 | -3
CCC(C)NC(=O)c1cc(CC(C)C)on1 (centres undefined) | 101 | 2 | -6 | 0 | 100 | -6 | -11 | 100 | -10 | 1 | -4
CCOC(=O)SC1=N/C(=C\c2ccc(N(C)C)cc2)C(=O)S1 | 102 | 19 | -4 | -2 | 102 | -4 | -2 | 99 | 2 | 0 | -33
NS(=O)(=O)c1ccc(S(=O)(=O)N(Cc2ccccc2F)CC2CCCO2)cc1 (centres undefined) | 100 | -4 | -1 | 0 | 102 | 7 | -3 | 100 | -1 | -3 | -23

Exported with values under each structure: 3 of the compounds above.
Values run as follows: RGS7-Gao	Mcl1-Noxa inh	Bim-Bcl-B	Bim-Mcl-1	RGS4-Gao reg	Bcl-XL Bim block	Bcl-2 Bim block	RGS8-Gao reg	Bim-Bfl-1	Bcl-W Bim block	Mcl1-Bid inh
> N#Cc1c2c(c(NCc3cccnc3)n3c1nc1ccccc13)CCC2
→ 102	19	-5	1	97	-1	-7	101	-7	0	-31
> CC(C)(C)n1ncc2c(=O)n(CC(=O)N3CCN(c4ccccc4)CC3)cnc21
→ 98	-2	0	-2	97	-4	-2	98	-3	0	-109
> O=C(Nc1ccc2c(c1)OCO2)Nc1ccc(Br)cn1
→ 99	20	0	0	101	1	-2	103	0	1	-3

(next part)
SMILES | RGS7-Gao | Mcl1-Noxa inh | Bim-Bcl-B | Bim-Mcl-1 | RGS4-Gao reg | Bcl-XL Bim block | Bcl-2 Bim block | RGS8-Gao reg | Bim-Bfl-1 | Bcl-W Bim block | Mcl1-Bid inh
Cc1cc(N)ccc1N1CCCC1 | 50 | 83* | 87* | 32 | 58 | 64* | 66* | 54* | 73* | 75* | -24
CC(C)Cc1oc(C(=O)O)cc1CN1CCOCC1 | ? | 22 | -3 | -3 | 101 | 0 | -2 | 100 | -5 | -3 | 16
COc1ccc(CCN2C(=O)CC(NNc3ccc([N+](=O)[O-])cc3)C2=O)cc1OC (centres undefined) | 95 | 0 | -4 | 3 | 99 | 2 | 2 | 102 | 4 | 4 | -48
Cc1ccc(S(=O)(=O)N(C)C2(C)CCS(=O)(=O)C2)cc1 (centres undefined) | 99 | -1 | -6 | 3 | 101 | 1 | -4 | 99 | -9 | 4 | -13
O=C(NC12CC3CC(CC(C3)C1)C2)N(Cc1ccccc1)Cc1ccncc1 | 102 | -2 | 0 | 1 | 100 | 1 | -2 | 98 | -3 | -2 | -22
CC(C)c1ccc(N=C2NN=C(c3cccs3)CS2)cc1 | 100 | 10 | -4 | 1 | 102 | -3 | -1 | 96 | -3 | -2 | -21
Cc1c(-c2ccccc2)nc2ccccc2c1C(=O)O | 100 | 21 | -5 | -1 | 100 | -8 | -9 | 99 | -8 | 0 | -17
CC(=O)N1CCC2(CC1)C/C(=N\NC(=S)Nc1ccccc1C)c1cc(O)ccc1O2 | 96 | -28 | -7 | -1 | 95 | -2 | -1 | 95 | -2 | -1 | -105
Clc1nnc(N/N=C/c2ccccc2)c2ccccc12 | 105 | -4 | 0 | 0 | 98 | 2 | -2 | 98 | 1 | 7 | -33
CCOC(=O)c1c(N)sc(C(=O)Nc2ccc3c(c2)OCO3)c1C | 95 | 7 | 0 | 0 | 92 | -1 | 0 | 99 | -2 | 0 | -11
Cc1cc(NC(=O)CC2CCCC2)n(-c2nc3ccccc3[nH]2)n1 | 95 | 12 | -4 | 0 | 96 | -4 | -4 | 99 | -10 | 0 | 5
Nc1cccc(-c2cn3cccnc3n2)c1 | 70 | 21 | 34 | 8 | 87 | 2 | 16 | 84 | 3 | 4 | -39
N#CCCN(C(=O)COC(=O)c1ccc2c(=O)n3c(nc2c1)CCC3)c1ccc(F)cc1 | ? | 26 | -5 | -1 | 101 | -1 | -9 | 103 | -5 | -1 | 4
COc1ccc2nc(NC(=O)NC3CCCCC3)sc2c1 | ? | -1 | . | . | 103 | . | . | 101 | . | . | -7
COc1ccc(N(CC(=O)Nc2cccc([N+](=O)[O-])c2C)S(C)(=O)=O)cc1OC | 98 | 29 | -3 | -2 | 101 | 0 | -5 | 101 | -3 | 0 | 2
Cc1cc(C)cc(NC(=O)c2c(C)nc3ccccn23)c1 | 72 | -17 | -8 | -1 | 90 | -6 | -11 | 73 | -16 | -4 | -16
COC(=O)c1ccc(-c2ccc(/C=N/NC(=O)Cc3nnc(N)s3)o2)cc1 | ? | 48 | . | . | 99 | . | . | 99 | . | . | -24
O=C(COC(=O)c1ccc[nH]c1=O)NC1CCCCC1 | ? | -25 | . | . | 105 | . | . | 101 | . | . | -3
OC(COc1ccc2ccccc2c1)Cn1ccnc1 (centres undefined) | 100 | 5 | -9 | 2 | 102 | -3 | -8 | 99 | -8 | 3 | -9
c1ccc(-n2ncc3c(NCc4cccnc4)ncnc32)cc1 | 101 | 23 | 2 | 0 | 98 | 0 | 0 | 103 | 0 | 0 | 2
Cc1nn(C(=O)c2cccs2)c(N)c1-c1ccccc1 | 100 | 14 | -2 | -1 | 95 | -1 | -5 | 103 | -9 | 1 | -16
COc1ccc(OCC(=O)Sc2ccc(C)cc2)cc1 | 91 | 16 | -10 | -1 | 88 | -6 | -5 | 92 | -3 | -1 | -15
O=C(Nc1ccc(Cl)cc1)[C@@H]1[C@@H]2C(=O)N(c3ccc(Cl)cc3Cl)C(=O)[C@@H]2[C@H]2C=CC=NN21 | 100 | 12 | -10 | -1 | 98 | -1 | -13 | 102 | -10 | 0 | -17
O=S(=O)(Nc1ccc(Cl)cn1)c1ccc(Cl)cc1 | 96 | 16 | -5 | 1 | 95 | -2 | -3 | 94 | -6 | -4 | -8
O=C(CN(Cc1ccccc1F)C(=O)Cn1nnc(-c2cccs2)n1)NCC1CCCO1 (centres undefined) | 104 | 11 | 1 | -2 | 101 | -1 | 0 | 100 | 2 | -1 | 0
Cc1cc(NC(=O)c2ccc([N+](=O)[O-])cc2Cl)ccc1NC(=O)c1ccco1 | 99 | -7 | -5 | -4 | 99 | -5 | -6 | 100 | 0 | -4 | -10
Cc1cc(C(=O)CSc2nnc(-c3ccc4c(c3)OCO4)o2)c(C)n1-c1ccc(F)cc1 | 100 | 4 | -10 | -2 | 103 | -3 | -6 | 100 | -5 | -3 | -12
O=C(Nc1cc(SCCO)cc([N+](=O)[O-])c1)c1ccc(Br)o1 | 114 | 12 | 0 | -2 | 109 | 4 | 11 | 123 | 10 | 5 | -7
O=C(COC(=O)c1ccc[nH]c1=O)c1ccc(Cl)s1 | 103 | 1 | -1 | 0 | 97 | -3 | -1 | 100 | -6 | 0 | -30
O=C(c1ccccc1)c1ccc(N2CCOCC2)c(NC(=O)c2ccco2)c1 | 100 | -2 | -8 | -2 | 99 | -4 | -14 | 103 | -18 | 1 | -7
COC(=O)Nc1nnc(-c2ccncc2)s1 | 120 | 2 | -5 | -3 | 100 | -4 | -1 | 96 | 1 | -5 | 20
CCN1C(=O)/C(=C/N(C)c2ccccc2)OC1=S | 101 | 2 | -8 | -5 | 102 | -8 | -10 | 101 | -34 | -1 | -20
CS(=O)(=O)N1CCN(c2ccccc2NC(=O)c2ccco2)CC1 | 105 | 5 | 2 | 0 | 105 | 1 | 1 | 102 | 0 | -2 | 5
COc1ccc(NC(=O)c2onc(C)c2Cl)cc1OC | 106 | 15 | -2 | 1 | 107 | -1 | -7 | 105 | -11 | -1 | -13
C/C=C/C(=O)OCC(=O)Nc1cc([N+](=O)[O-])ccc1Cl | 103 | 5 | -3 | -1 | 101 | -4 | 0 | 99 | 0 | 0 | 3
O=[N+]([O-])c1ccccc1N/N=C/c1cc2ccccc2nc1Cl | 101 | 23 | -2 | 0 | 104 | 1 | -4 | 107 | -6 | 0 | 12
N#CC1=C(N)OC2=C(CCc3ccccc32)C1c1ccccc1Cl (centres undefined) | 108 | 21 | 1 | -2 | 105 | -1 | 0 | 104 | -5 | 0 | 4
COc1ccc2c(c1)C(=NN)c1cc(OC)ccc1-2 | 102 | -1 | 0 | 0 | 102 | -1 | 0 | 102 | 4 | 0 | -2
COc1ccc(C(=O)Nn2cc3c(c2-c2ccccc2)c(=O)n(C)c(=O)n3C)cc1 | 105 | 4 | -9 | -3 | 113 | -2 | -7 | 106 | -12 | -3 | -25
